# From PubChem
# Tau fluor cs: counter-screen for tau fibril formation inhibitors; Potency, µM (series often up to 57.7 µM), without a hit: top-dose activity change, negative = decrease; 280,000 tested, 0.93% active; tau K18 P301L Alexa594 fluorescence, heparin fibrillization; also: % is scaled to controls: 0 for no effect and ±100 for the full control effect; nearly all actives have a fitted effect of over 55% in size
#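 Human tau K18 P301L (15 uM unlabeled, 0.24 uM Alexa 594-labeled) in 100 mM sodium acetate pH 7 with 20 uM heparin, 6 hr at 37 C. ThT 30 uM added, 1 hr ambient; Alexa 594 FP and total fluorescence read at 555/632 nm.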
# ALDH1A1 inh: blocks purified human ALDH1A1 activity | 220,000 tested, 7.3% active | P00352 | Purified ALDH1A1, NADH fluorescence, propionaldehyde substrate | Potency, µM (top dose mostly 75.3 µM), for the others: at the highest dose activity, negative = inhibition, usual class: inhibitors; active = well fitted inhibition curve with a large enough effect, not every such curve was filed as active; inconclusive = small, poorly fitted or top-dose-only effect, or another doubt; inactive = no such curve, though single readings can be large or run the other way;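 also: plate controls were no enzyme wells and a reference inhibitor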
# GAA spleen mod: lysosomal alpha-glucosidase (human) modulation; P10253; human spleen homogenate, 4-MU-alpha-glucoside fluorescence; Potency, µM (doses to about 79.9 µM), for the others: at the top dose activity change, negative = inhibition, actives largely listed as inhibitors; 240,000 tested, 0.006% active;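 also: 0% = enzyme with vehicle and -100% = no enzyme basal signal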
#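 Human spleen homogenate (1 ug) with 4-methylumbelliferyl-alpha-D-glucopyranoside (1 mM final) in 50 mM citrate/phosphate pH 5.0, 0.01% Tween-20; 40 min at 37 C. Stopped at pH 10; 4-MU fluorescence Ex 365/Em 440 nm; AC50 by Hill fit.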
# GAA glycogen: GAA glycogen-cleavage inhibition or activation; P10253; Potency, µM (top dose mostly 76.4 µM), inactives show top-dose activity change, negative = inhibition, actives largely listed as inhibitors; 300,000 tested, 0.38% active; recombinant GAA, glycogen substrate, Amplex Red glucose oxidase fluorescence;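 also: 0% = full enzyme reaction and -100% = no-enzyme basal signal; the screen sought inhibitors and activators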
#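 Recombinant human enzyme (4 nM); glycogen substrate; 37 C, 40 min, pH 5.0. Readout: coupled glucose oxidase/Amplex Red fluorescence.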
# GAA inhib: blocks human lysosomal alpha-glucosidase | 200,000 tested, 0.005% active | purified human GAA, 4-MU-alpha-glucoside fluorescence | Potency, µM (highest dose often 76.9 µM), for inactives: at the top dose activity change, negative = inhibition, usual class: inhibitors | P10253 | AID 1466;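 also: plate controls were uninhibited enzyme wells for no effect and no-enzyme background for full effect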
#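 Read-out is 4-methylumbelliferone fluorescence (Ex 365/Em 440 nm) after NaOH/glycine stop at pH 10. Enzyme 4 nM, substrate 400 uM, pH 5.0 citrate buffer, 20 min room temperature; AC50 from Hill-equation concentration-response.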
# Epigenetic reg: derepresses silenced GFP reporter in murine cells; murine LDR cells, GFP reporter derepression, 30 h; Potency, µM (series often up to 53.9 µM), for inactives: at the top dose GFP activation, usual class: activators; 280,000 tested, 0.2% active; AID 1865; also: % of control where 0% means no effect; nearly all actives have a fitted effect of over 60% in size
#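 Readout is the number of GFP-expressing murine LDR cells, counted by cytometry following washing. Cells were treated with compound for 30 h at 37 C; the stably integrated CMV-GFP locus is normally silent.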
# GLA spleen mod: inhibitors or activators of human alpha-galactosidase in spleen homogenate | P06280 | human spleen homogenate, 4MU-alpha-Gal fluorescence, 40 min | AID 2107 | Potency, µM (doses to about 80 µM), for the others: at the top dose activity change, negative = inhibition, usual class: inhibitors | 240,000 tested, 0.008% active;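 also: 0% = enzyme with vehicle and -100% = no enzyme basal signal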
# Target sequence (P06280 32-429 limits assumed): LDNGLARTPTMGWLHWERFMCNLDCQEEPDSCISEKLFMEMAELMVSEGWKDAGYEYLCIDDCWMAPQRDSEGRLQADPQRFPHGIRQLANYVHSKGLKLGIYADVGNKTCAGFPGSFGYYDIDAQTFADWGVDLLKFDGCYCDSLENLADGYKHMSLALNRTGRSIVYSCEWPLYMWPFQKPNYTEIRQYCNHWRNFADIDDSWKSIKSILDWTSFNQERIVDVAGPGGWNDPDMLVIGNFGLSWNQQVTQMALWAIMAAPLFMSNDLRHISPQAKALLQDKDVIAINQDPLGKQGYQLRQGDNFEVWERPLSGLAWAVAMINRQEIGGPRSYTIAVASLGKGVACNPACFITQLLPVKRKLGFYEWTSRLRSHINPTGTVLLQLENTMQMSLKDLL
#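 Fluorogenic readout (Ex 365/Em 440 nm) of 4-methylumbelliferone released from 1 mM 4-MU-alpha-galactoside by spleen homogenate, 40 min at 37C, pH 5.0. Data normalized to no-enzyme and enzyme controls; Hill-equation AC50 from compound titrations.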
# NPSR antag: neuropeptide S receptor (human) antagonism, cAMP; Q6W5P4; CHO-NPSR cells, cAMP TR-FRET, antagonist mode; Potency, µM (top dose mostly 38.3 µM), inactives show at the highest dose activity change, negative = inhibition, most hits filed as inhibitors; 220,000 tested, 1% active; AID 1461; also: % is scaled to controls: 0 for no effect and ±100 for the full control effect; nearly all actives have a fitted effect of over 50% in size; many of its hits are not listed in these tables
# Target sequence (Q6W5P4 whole entry, looked up): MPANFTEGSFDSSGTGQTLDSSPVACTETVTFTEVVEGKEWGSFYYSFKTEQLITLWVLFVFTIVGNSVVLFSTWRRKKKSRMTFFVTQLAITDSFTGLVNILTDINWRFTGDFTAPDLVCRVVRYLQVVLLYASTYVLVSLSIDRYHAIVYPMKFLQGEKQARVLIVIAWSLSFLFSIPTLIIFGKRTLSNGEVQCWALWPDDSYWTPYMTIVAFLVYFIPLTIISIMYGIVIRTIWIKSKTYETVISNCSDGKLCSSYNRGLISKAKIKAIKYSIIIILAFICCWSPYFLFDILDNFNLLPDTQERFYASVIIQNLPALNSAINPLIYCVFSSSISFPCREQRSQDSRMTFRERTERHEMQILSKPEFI
# Active calls of the source: *; ? = inconclusive; · = no result given; [ ] = dose if it differs, or a comment. Unless noted, calls follow the shape of the dose curve; as a rule, active = well fitted curve in the direction sought with a large enough effect; inconclusive = small, poorly fitted or top-dose-only effect, or another doubt; inactive = no such curve, though single readings can be large; an effect the other way counts as inactive or inconclusive. Potency is read from the fitted curve at half-maximal effect. Not all compounds are listed; count on the stated rates, not on these rows.
SMILES	Tau fluor cs	ALDH1A1 inh	GAA spleen mod	GAA glycogen	GAA inhib	Epigenetic reg	GLA spleen mod	NPSR antag
Cc1nc(CNS(=O)(=O)c2cccs2)cs1	-5%	1%	0%	7%	-2%	-3.7%	0%	15%
O=C(NC1CCCCC1)N1CCc2ccccc2C1	-2%[2.34 µM]	-5%	6%	-4%	11%	-1.1%	10%	-7%
O=C(NC1CCN(Cc2ccccc2)CC1)c1ccc(N2CC3CC(C2)c2cccc(=O)n2C3)c([N+](=O)[O-])c1 (configuration not stated)	-2%	2%	-15%	5%	-1%	1.6%	-10%	-6%
Cc1cc(S(=O)(=O)Nc2cc(C)c(O)c(C)c2)c(C)s1	-9%	5%	-2%	22µM*	-15%	14%	5%	-9%[46.1 µM]
O=C(CCCN1C(=O)/C(=C/c2cccs2)SC1=S)Nc1cccnc1	-18%	-6%	0%	-1%	10%	-0.1%	-1%	13%
Cc1ccc(NC(=O)CSC2=Nc3ccccc3C3CC=NN23)c(C)c1 (configuration not stated)	-14%	-6%	-16%	?	-8%	-1.5%	13%	-10%[46.1 µM]
Cc1cc(C)n(-c2cc(N3CCOCC3)nc(-c3ccccc3)n2)n1	-16%	3%	-4%	4%	1%	0.0%	-1%	-11%[46.1 µM]
COc1ccccc1NC(=O)C1=C(C)Nc2nc(CCCO)nn2C1c1cccnc1 (configuration not stated)	-5%	5%	-4%	-9%	1%	0.9%	1%	-9%[46.1 µM]
O=C(c1ccc(S(=O)(=O)N2CCC(c3nc4ccccc4[nH]3)CC2)cc1)N1CCOCC1	5%	-7%	-6%	9%	3%	-2.4%	0%	-16%[46.1 µM]
COc1ccc(-c2cc3nc4c(c(=O)n3[nH]2)CCC4)cc1	-5%	?	0%	4%	-2%	-1.1%	3%	-5%[46.1 µM]
Cc1ccc(NC2=NCC(=O)N2Cc2ccc3c(c2)OCO3)c(C)c1	-6%	-3%	2%	1%	-9%	-4.8%	7%	-13%[46.1 µM]
CS(=O)(=O)N(CC(=O)Nc1cccnc1)c1ccc2c(c1)OCCO2	-3%	15%	1%	2%	-1%	-0.2%	6%	-6%[46.1 µM]
Cc1cc(/C=N/n2cnnc2)c(C)n1-c1ccc(Cl)cc1	2%	?	0%	-10%	-1%	0.0%	6%	7%
COc1cc(/C=N/NC(=S)NCc2ccco2)cc(OC)c1OC	-4%	-3%	0%	-13%	-5%	2.0%	1%	-22%
COc1cc(CCC(=O)Nc2ccc(Br)c(C(F)(F)F)c2)cc(OC)c1OC	?	0%	-7%	-3%	-5%	-3.2%	-4%	-46%
O=c1c2ccccc2nc2n1CCCCN2	1%	?	-2%	-2%	4%	3.6%	5%	-4%[46.1 µM]
COc1ccc(CCC(=O)NC2=NCCS2)cc1OC	-5%	12%	-4%	15%	-3%	-0.7%	-4%	-9%[46.1 µM]
COc1ccc(Cn2c3nc4ccccc4nc3c3c(=O)n(Cc4ccco4)cnc32)cc1	-18%	?	2%	5%	2%	6.1%	-8%	?
O=C(O)Cn1c(P(=O)(O)c2ccccc2)nc2ccccc21	-11%	-6%	-1%	7%	6%	-0.2%	3%	-2%[46.1 µM]
C=CCNC(=S)NC(=O)c1oc2ccccc2c1C	-10%	1%	2%	5%	1%	-0.1%	-6%	-26%
N/C(=N\OC(=O)c1cccnc1)c1ccccc1Cl	-12%	2%	0%	6%	6%	-5.0%	-7%	29%
O=C(COC(=O)c1cc(=O)[nH]c2ccccc12)c1cccs1	-7%	?	-5%	-7%	-4%	-0.1%	2%	-23%
CCc1cccc(OCCCCNCCOC)c1	-4%	?	-12%	1%	-4%	-7.2%	-13%	22%[46.1 µM]
CN1CCN(C(=S)NC(=O)/C=C/c2ccccc2Cl)CC1	-9%	?	-1%	-9%	9%	1.1%	9%	-27%
N#Cc1cnc2ncnn2c1-c1ccccc1	-4%	7%	-16%	-3%	-9%	-1.9%	-7%	10%
O=C(CSc1nnc(CNC(=O)c2ccccc2F)o1)NCc1ccccc1	-6%	2%	-2%	4%	-6%	4.2%	2%	10%
Cc1cc(NC(=O)CSc2ncn(-c3ccccc3)n2)no1	-10%	?	2%	1%	0%	-0.9%	1%	-4%[46.1 µM]
O=C(CSc1ncn[nH]1)NCc1ccccc1	-5%	-5%	-12%	2%	-5%	-0.9%	7%	6%[46.1 µM]
CN(C)/C=C(/C(=O)c1ccccc1)S(=O)(=O)c1ccc(Cl)cc1	-3%	-1%	2%	1%	?	2.1%	-7%	-1%
CN(C)CCC(=O)c1cccc(Br)c1	-6%	0.04µM*	-2%	20%	-8%	-7.7%	-2%	15%
O=C(NNS(=O)(=O)c1ccc(F)cc1)c1cnccn1	11%	3%	-11%	-11%	-3%	-1.7%	3%	9%
COCC(=O)N1CCN(c2nc3ccccc3o2)CC1	-16%	-7%	-2%	-6%	?	-2.7%	1%	14%
Cc1nc2c(C(=O)N3CCOCC3)cnn2c(C)c1Cc1cccc(Cl)c1	-6%	?	2%	-7%	3%	0.0%	-6%	-10%[46.1 µM]
CC(=O)NCC(=O)N1CCCC(C(=O)c2ccc3c4c(cccc24)CC3)C1 (configuration not stated)	-4%	?	2%	6%	11%	0.0%	12%	9%
COc1cccc(OC)c1OCCOc1ccccc1OC(C)C	-13%	9%	3%	6%	7%	-2.0%	2%	24%[46.1 µM]
COc1ccc(CCNC(=O)CNS(=O)(=O)c2ccc(Br)s2)cc1OC	-3%	-3%	0%	1%	6%	-1.1%	-6%	-1%[46.1 µM]
O=C(NCC(=O)N(c1ccccc1)C(C(=O)NC1CCCC1)c1cccnc1)c1cccs1 (configuration not stated)	-1%	13%	-10%	3%	-2%	0.0%	-8%	-9%[46.1 µM]
CCn1c(SCC(=O)Nc2cc(S(=O)(=O)N3CCOCC3)ccc2OC)nnc1-c1ccncc1	4%	4%	5%	-6%	0%	2.2%	3%	-4%
Cc1ccc2occ(/C=N/NC(=O)[C@@H](N)Cc3ccccc3)c(=O)c2c1	0%	·	-2%	-10%	·	-0.3%	2%	2%
N#CC1=C(N)OC2=C(C(=O)CCC2)C1c1ccccc1 (configuration not stated)	-5%	-13%	3%	0%	?	-0.5%	-1%	19%[46.1 µM]
N#CCSc1nc2ccccc2c(=O)n1CCCC(=O)NCc1ccco1	-6%	-3%	6%	-2%	4%	0.2%	1%	4%
CCC(CC)C(=O)Nc1cccc(/C(C)=N\NC(=O)c2ccc(C)s2)c1	-7%	?	2%	-14%	2%	8.8%	6%	-10%[46.1 µM]
Cc1[nH]c2c(Cl)cccc2c1CCNC(=O)C1CCCCC1C(=O)OCC(F)(F)F (configuration not stated)	?	?	-11%	6%	-7%	-1.0%	-5%	-57%
O=C(CCn1nc(-c2ccc(Cl)cc2)c2ccccc2c1=O)NN1CCOCC1	-8%	·	-1%	5%	·	1.1%	10%	10%[7.67 µM]
COc1ccc(C2CC(=O)Oc3ccc(C(C)(C)C)cc32)cc1 (configuration not stated)	-9%[81.3 µM]	?	1%[119 µM]	-15%[76.3 µM]	·	0.3%	-4%[119 µM]	·
CCOC(=O)C(CCCOc1ccc(C(C)CC)cc1)C(=O)OCC (configuration not stated)	-21%	12%	2%	8%	-9%	-4.5%	11%	-15%[46.1 µM]
N#C/C(=C\c1ccc(-c2ccccc2[N+](=O)[O-])o1)C(=O)N1CCOCC1	-7%	-12%	·	6%	-2%	-2.0%	0%	-16%
Cc1ccc(-n2nc(C)c(/C=N/NC(=O)c3cccs3)c2Cl)cc1	-4%	2%	3%	11%	2%	-3.0%	4%	-10%
COc1cc(C2C3=C(CC(C)(C)CC3=O)Nc3c2c(=O)[nH]c(=O)n3Cc2ccccc2)ccc1O (configuration not stated)	-16%	-16%	-1%	-11%	10%	0.1%	5%	-1%
CC(C)NC(=O)C(=O)NNC(=O)C12CC3CC(CC(C3)C1)C2	6%	3%	-4%	-4%	0%	0.0%	-7%	9%[46.1 µM]
C/C(=N\NC(=O)c1ccc(CN2CCc3ccccc3C2)cc1)c1ccccc1O	?	?	0%	8%	-14%	-0.1%	15%	6%
COc1ccccc1CCc1nnc(CCC(=O)NCCCOc2cccnc2)o1	21%	7%	-7%	-6%	·	6.0%	2%	-21%
O=[N+]([O-])c1ccc(Sc2ccccc2Cl)nc1	-25%	-10%	-8%	4%	-13%	-1.0%	-4%	-3%[46.1 µM]

# Compounds listed so far that contain a Cl atom:
SMILES	Tau fluor cs	ALDH1A1 inh	GAA spleen mod	GAA glycogen	GAA inhib	Epigenetic reg	GLA spleen mod	NPSR antag
Cc1cc(/C=N/n2cnnc2)c(C)n1-c1ccc(Cl)cc1	2%	?	0%	-10%	-1%	0.0%	6%	7%
N/C(=N\OC(=O)c1cccnc1)c1ccccc1Cl	-12%	2%	0%	6%	6%	-5.0%	-7%	29%
CN1CCN(C(=S)NC(=O)/C=C/c2ccccc2Cl)CC1	-9%	?	-1%	-9%	9%	1.1%	9%	-27%
CN(C)/C=C(/C(=O)c1ccccc1)S(=O)(=O)c1ccc(Cl)cc1	-3%	-1%	2%	1%	?	2.1%	-7%	-1%
Cc1nc2c(C(=O)N3CCOCC3)cnn2c(C)c1Cc1cccc(Cl)c1	-6%	?	2%	-7%	3%	0.0%	-6%	-10%[46.1 µM]
Cc1[nH]c2c(Cl)cccc2c1CCNC(=O)C1CCCCC1C(=O)OCC(F)(F)F (configuration not stated)	?	?	-11%	6%	-7%	-1.0%	-5%	-57%
O=C(CCn1nc(-c2ccc(Cl)cc2)c2ccccc2c1=O)NN1CCOCC1	-8%	·	-1%	5%	·	1.1%	10%	10%[7.67 µM]
Cc1ccc(-n2nc(C)c(/C=N/NC(=O)c3cccs3)c2Cl)cc1	-4%	2%	3%	11%	2%	-3.0%	4%	-10%
O=[N+]([O-])c1ccc(Sc2ccccc2Cl)nc1	-25%	-10%	-8%	4%	-13%	-1.0%	-4%	-3%[46.1 µM]
